dFosB activator = activators of mouse delta FosB homodimer. purified delta FosB, TAMRA-CDK5 oligo fluorescence polarization; percent of positive-control signal above neutral wells. activation, % at 25 µM. P13346. 340,000 compounds, 0.99% hits;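 active means mean activation above about 17%, with every replicate also reaching it, limit read from the data, passing the limit was not always enough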;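 further: fluorescence polarization rise as delta FosB binds a TAMRA Cdk5 AP-1 oligo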
SR-BI DiI inh = blocks mouse SR-BI lipid uptake from DiI-HDL; AID 488896; 320,000 compounds, 0.96% hits; ldlA[mSR-BI] CHO cells, DiI-HDL uptake fluorescence, 3 h; inhibition, % at 12.5 µM; Q61009;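 active means mean replicate inhibition of at least 70% and a set share of replicates each scoring 70 or more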;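 further: 0% = median of neutral control wells and 100% = median of positive control wells; values of inactives mirror those of a sister screen read the other way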
CAL PDZ FP-1 = inhibitors of human CAL PDZ peptide binding; Q9HD26; purified CAL PDZ, TMR-peptide fluorescence polarization, 1 h; inhibition, % at 24.9 µM; 300,000 compounds, 0.92% hits; AID 602252;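 active means mean inhibition of at least 30% with at least half of replicates also reaching 30%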;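 further: 0% = DMSO neutral control and 100% = excess unlabeled competitor peptide PRC23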
NSD2 HMT inh = NSD2 (human) methyltransferase inhibition; O96028; NSD2 peptide methylation, AlphaScreen, 120 min; inhibition, % at 12.5 µM; 310,000 compounds, 0.54% hits; AID 743445; in the data active means inhibition above about 50%
Target sequence (O96028 whole entry, looked up): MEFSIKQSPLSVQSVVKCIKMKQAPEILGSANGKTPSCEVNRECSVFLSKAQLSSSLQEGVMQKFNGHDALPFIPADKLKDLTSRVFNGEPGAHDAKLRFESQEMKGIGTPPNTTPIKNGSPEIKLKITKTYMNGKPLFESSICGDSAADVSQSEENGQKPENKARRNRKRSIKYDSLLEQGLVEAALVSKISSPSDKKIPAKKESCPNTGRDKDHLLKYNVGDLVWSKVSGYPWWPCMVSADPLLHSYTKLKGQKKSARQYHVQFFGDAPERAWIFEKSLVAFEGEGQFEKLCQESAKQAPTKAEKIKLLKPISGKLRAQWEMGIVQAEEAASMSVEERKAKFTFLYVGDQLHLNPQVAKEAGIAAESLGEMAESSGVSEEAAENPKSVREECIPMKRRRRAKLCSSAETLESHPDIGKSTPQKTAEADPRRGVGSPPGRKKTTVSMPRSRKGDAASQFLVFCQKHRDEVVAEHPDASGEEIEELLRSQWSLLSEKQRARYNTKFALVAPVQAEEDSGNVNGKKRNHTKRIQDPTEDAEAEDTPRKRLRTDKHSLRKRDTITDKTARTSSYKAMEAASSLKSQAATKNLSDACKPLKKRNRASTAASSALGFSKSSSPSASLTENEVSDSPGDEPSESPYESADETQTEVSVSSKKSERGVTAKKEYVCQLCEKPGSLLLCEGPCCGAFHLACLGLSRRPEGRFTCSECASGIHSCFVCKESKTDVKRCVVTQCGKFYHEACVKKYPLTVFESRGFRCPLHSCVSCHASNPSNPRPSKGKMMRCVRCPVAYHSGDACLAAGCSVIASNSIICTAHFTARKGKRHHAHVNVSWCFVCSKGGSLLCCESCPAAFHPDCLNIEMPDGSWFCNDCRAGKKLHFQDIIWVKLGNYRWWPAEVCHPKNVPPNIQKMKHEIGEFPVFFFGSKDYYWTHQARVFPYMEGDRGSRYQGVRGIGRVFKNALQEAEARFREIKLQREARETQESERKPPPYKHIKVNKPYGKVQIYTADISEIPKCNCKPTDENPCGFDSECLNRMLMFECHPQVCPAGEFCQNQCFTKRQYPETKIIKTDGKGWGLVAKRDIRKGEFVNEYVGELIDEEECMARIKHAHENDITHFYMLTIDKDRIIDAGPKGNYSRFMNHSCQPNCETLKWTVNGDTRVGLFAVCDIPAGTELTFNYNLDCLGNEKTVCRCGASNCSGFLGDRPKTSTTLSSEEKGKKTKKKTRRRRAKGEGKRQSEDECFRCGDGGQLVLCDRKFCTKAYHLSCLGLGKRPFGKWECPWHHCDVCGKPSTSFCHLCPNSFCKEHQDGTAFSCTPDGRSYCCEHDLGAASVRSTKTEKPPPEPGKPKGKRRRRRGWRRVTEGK
MITF TRPM1 HTS = activators of MITF-driven TRPM1 promoter activity in SK-MEL-5 cells | 300,000 compounds, 0.75% hits | activation, % at 12.5 µM | SK-MEL-5 TRPM1-promoter luciferase, 24 h; % of positive control, neutral wells = 0;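 active means mean activation of at least 80% with every replicate also reaching 80%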;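 further: 0% = neutral control wells and 100% = parthenolide positive control wells; values of inactives mirror those of a sister screen read the other way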
PvdQ acylase = blocks Pseudomonas aeruginosa PvdQ acylase activity; purified PvdQ acylase, fluorescence plate reader; inhibition, % at 10 µM; 340,000 compounds, 0.063% hits; AID 488965; in the data active means inhibition above about 30%, passing the limit was not always enough;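 further: 0% = vehicle neutral wells and 100% = reference inhibitor wells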
Rtt109 HAT inh = blocks Candida albicans Rtt109/Vps75 acetyltransferase activity; purified Rtt109/Vps75, ThioGlo CoA-SH fluorescence, 4 h; inhibition, % at 34.9 µM; Q5AAJ8; 330,000 compounds, 0.16% hits;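 active means inhibition of at least 50% in every replicate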
PfHsp90 yeast 2 = reduces growth (ATP signal) of yeast expressing P. falciparum Hsp90 | S. cerevisiae expressing PfHsp90, BacTiter-Glo ATP, 48 h; yeast lacking PDR1 and PDR3 efflux regulators | inhibition, % at 9.4 µM | 310,000 compounds, 0.32% hits | AID 504621;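 active means every replicate shows inhibition above about 80%, whatever the replicate mean, limit read from the data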;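 further: 0% = DMSO neutral controls and 100% = 20 µM radicicol positive controls; yeast relying on Plasmodium falciparum Hsp90 in place of its own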
SR-BI DiI-HDL act = SR-BI HDL lipid transfer activation; CHO ldlA[mSR-BI] cells, DiI-HDL uptake fluorescence, 3 h; 100 = double the neutral-control signal; 320,000 compounds, 0.096% hits; activation, % at 12.5 µM; AID 504775;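 active means mean replicate activation of at least 60% and every replicate at or above 60%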;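 further: 0% = median plate neutral-control signal and 100% = twice that signal; values of inactives mirror those of a sister screen read the other way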
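System: CHO ldlA[mSR-BI] cells / Medium: HEPES-buffered (25 mM, pH 7.4) F12 plus 0.5% BSA / Probe or stimulus: labelled HDL, 10 µg/mL / Doses: single compound concentration, delivered by pin transfer / Schedule: 3 h, 37 °C / Measured by: DiI fluorescence, bottom read / Measure: cell-associated DiI fluorescence as measure of HDL uptake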
CAL PDZ FP-2 = inhibitors of human CAL PDZ peptide binding; Q9HD26; purified CAL PDZ, TMR-peptide fluorescence polarization, 1 h; inhibition, % at 20 µM; 330,000 compounds, 0.02% hits; AID 504414;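 active means highest replicate inhibition of at least 40%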;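 further: plate controls were DMSO neutral control wells for no effect and unlabeled competitor peptide control wells for full effect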
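System: tagged CAL PDZ domain. Schedule: 1 h room-temperature incubation prior to read. Signal: fluorescence polarization (mP). Measure: percent inhibition from loss of millipolarization.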
* = called active by the depositor; · = not tested or not shown.

structure,dFosB activator,SR-BI DiI inh,CAL PDZ FP-1,NSD2 HMT inh,MITF TRPM1 HTS,PvdQ acylase,Rtt109 HAT inh,PfHsp90 yeast 2,SR-BI DiI-HDL act,CAL PDZ FP-2
Cn1c(SCc2ccc(Br)cc2)nnc1-c1ccccn1,1,-10,-3,-2,·,0,-2,4,10,-1.3
CCC(C)(C)n1nnnc1C(c1cc2cc(OC)ccc2[nH]c1=O)N1CCc2ccccc21 (configuration not stated),-17,-11,·,0,-4,3,30,-9,11,-2.3
CCc1ccc(NC(=O)C(=O)N/N=C(\C)CC(=O)NCc2ccc(Cl)cc2)cc1,-3,-2,0,32,-1,-15,·,6,2,-0.8
Cc1cc(C)c2oc(C(=O)Nc3ccc(S(=O)(=O)Nc4nccs4)cc3)cc(=O)c2c1,2,·,-2,6,7,11,-2,15,·,-5.7
O=C(CCC1CCCCC1)Nc1ncn[nH]1,1,30,-6,2,·,-14,-18,·,-30,·
Cc1noc(C)c1CSCC(=O)N(C)CC(=O)Nc1ccccc1C(F)(F)F,1,-10,-4,-3,-2,-1,13,17,10,0.3
COc1ccc(N2CCN(c3ccc([N+](=O)[O-])cc3Cl)CC2)cc1,-6,22,-2,-1,30,-16,-3,3,-22,-0.4
CC[N+](C)(CC)CCOC(=O)C1c2ccccc2Oc2ccccc21,2,-5,1,·,-15,-10,0,7,5,-1.0
CC(=O)N1N=C(c2ccncc2)CC1c1ccccc1O (configuration not stated),-3,-26,-1,·,7,-15,-8,1,26,-2.7
CC1Cc2ccccc2N1C(=S)Nc1ccc(S(N)(=O)=O)cc1 (configuration not stated),-2,3,2,3,-7,-2,-5,-15,-3,-1.0
CCCCNC(=S)NNC(=O)C1=NN(c2cc(C)ccc2C)C(=O)CC1,-12,4,25,0,-2,-12,0,2,-4,-2.3
CCCCCN1N=C(C)CC1=O,-4,-15,-5,9,-1,-7,4,33,15,-1.8
COc1ccccc1CN(C)CC(=O)NC1CCCc2ccccc21 (configuration not stated),-4,-4,-3,2,-3,-5,-3,-9,4,-2.0
COCCC(=O)N1CCC(Oc2ccc(C(=O)NCCc3ccccn3)cc2)CC1,11,4,-1,2,5,-10,-13,-9,-4,-2.0
CCCCNC(=O)CCn1c(=O)c2ccccc2n(Cc2cc(C)ccc2C)c1=O,4,36,-3,-3,0,8,39,2,-36,-0.4
Cc1ccc(CN(C(=O)c2cc(=O)c3cc(Cl)c(C)cc3o2)C2CCS(=O)(=O)C2)cc1 (configuration not stated),-10,-2,-5,1,1,4,9,·,2,·
CCCN(Cc1cc2cc(OC)ccc2[nH]c1=O)C(=O)c1ccco1,-6,·,-3,-1,9,-3,-2,-11,·,-4.2
COc1cc(C(=O)Nc2ccc(NC(=O)c3ccccc3Cl)nc2)cc(OC)c1OC,-16,42,-6,0,6,5,27,-1,-43,-4.2
CCCn1c(C(CO)Nc2nc(C)cs2)nc2ccccc21 (configuration not stated),2,-14,-6,·,-3,-25,0,0,14,-1.3
CCCNS(=O)(=O)c1cc(CN2C(=O)c3cccnc3C2=O)ccc1OC,4,-5,-3,30,-3,-1,-2,22,5,-0.2

Carrying on:
structure,dFosB activator,SR-BI DiI inh,CAL PDZ FP-1,NSD2 HMT inh,MITF TRPM1 HTS,PvdQ acylase,Rtt109 HAT inh,PfHsp90 yeast 2,SR-BI DiI-HDL act,CAL PDZ FP-2
COC(=O)c1ccccc1NC(=O)CSc1nc(-c2ccco2)cc(C(F)(F)F)n1,-15,-1,0,22,-2,-9,-11,-6,1,-1.8
Cn1c(N2CCOCC2)nc(-c2ccccc2)c1-c1ccccc1,-6,·,-2,7,-5,-14,·,43,·,-1.6
COc1ccc(C(=O)N=C2SC3CS(=O)(=O)CC3N2c2ccccc2)cc1OC (configuration not stated),15,-5,·,-4,17,-3,-6,-4,5,-0.7
Cc1c2cnn(CC(=O)O)c(=O)c2c(C)n1Cc1ccccc1,-1,-28,·,·,·,-10,-7,-25,28,-0.1
CCN(CC)C(=O)CN1C(=O)c2cccc3cccc1c23,-3,-5,37*,0,-16,-18,2,4,5,·
COC(=O)[C@@]12CCCN1[C@H](c1ccc(-c3ccc4c(c3)OCO4)cc1)[C@H]1C(=O)N(C)C(=O)[C@H]12,-4,7,-3,·,6,1,1,3,-7,-0.7
CCOC(=O)N1CCN(C(=O)c2cccn3c(=O)c4sccc4nc23)CC1,-3,-16,3,3,-8,-8,-2,7,16,-0.4
CC(Sc1nnc(N)s1)C(=O)c1c(N)n(C)c(=O)n(C)c1=O (configuration not stated),-4,-34,0,-1,0,-12,-19,-17,34,-2.9
CC(=O)N1[C@H](C)C=C[C@]1(Cc1ccccc1)C(=O)NCCN1CCOCC1,3,-14,-3,·,17,2,-1,4,14,0.6
O=C(Nc1cc([N+](=O)[O-])ccc1F)C1CCN(S(=O)(=O)c2cccs2)CC1,-1,2,13,0,5,3,-3,·,-2,-0.9
CN(C)C(=S)Nc1ccc([N+](=O)[O-])cc1,4,-31,-1,-2,11,0,-8,-18,31,-1.1
CCOC(=O)c1cc(C)[nH]c1C,8,-8,-5,-2,6,-14,-9,5,8,-0.1
N#CCc1ccc(OC(=O)c2cccnc2)cc1,-6,-5,·,-5,0,28,1,-3,5,0.6
COc1ccc(OC(C)C(=O)N(C)Cc2nc(-c3ccccc3)no2)cc1 (configuration not stated),-3,·,-2,20,·,-17,-4,10,·,-2.8
COC(=O)c1ccc(NC(=O)CSCC(=O)OCC(=O)c2ccc(Br)cc2)cc1,-5,-1,-6,2,·,-8,-4,·,1,-0.8
Cc1ccc2cc3cc(C(=O)N4CCN(Cc5ccccc5)CC4)sc3nc2c1,-3,-5,-2,2,-1,2,4,-8,5,-0.7
Cc1cnc(C(=O)Nc2cccc(S(=O)(=O)N(C)C)c2)cn1,2,7,-1,·,-4,-4,3,-4,-7,-0.7
O=C(COC(=O)/C=C/c1ccc(F)cc1)NCc1ccc2c(c1)OCO2,10,-7,-4,1,-20,-6,-2,-7,7,1.0
O=C1c2ccccc2C(=O)N1Cc1ccccn1,5,-12,1,-1,0,-16,-25,12,12,-0.6
COc1ccccc1NC(=O)CCC(=O)OCc1ccc([N+](=O)[O-])cc1,-5,-21,1,-1,4,-3,·,9,21,-1.9

13 consecutive records from above:
structure,dFosB activator,SR-BI DiI inh,CAL PDZ FP-1,NSD2 HMT inh,MITF TRPM1 HTS,PvdQ acylase,Rtt109 HAT inh,PfHsp90 yeast 2,SR-BI DiI-HDL act,CAL PDZ FP-2
CC(Sc1nnc(N)s1)C(=O)c1c(N)n(C)c(=O)n(C)c1=O (configuration not stated),-4,-34,0,-1,0,-12,-19,-17,34,-2.9
CC(=O)N1[C@H](C)C=C[C@]1(Cc1ccccc1)C(=O)NCCN1CCOCC1,3,-14,-3,·,17,2,-1,4,14,0.6
O=C(Nc1cc([N+](=O)[O-])ccc1F)C1CCN(S(=O)(=O)c2cccs2)CC1,-1,2,13,0,5,3,-3,·,-2,-0.9
CN(C)C(=S)Nc1ccc([N+](=O)[O-])cc1,4,-31,-1,-2,11,0,-8,-18,31,-1.1
CCOC(=O)c1cc(C)[nH]c1C,8,-8,-5,-2,6,-14,-9,5,8,-0.1
N#CCc1ccc(OC(=O)c2cccnc2)cc1,-6,-5,·,-5,0,28,1,-3,5,0.6
COc1ccc(OC(C)C(=O)N(C)Cc2nc(-c3ccccc3)no2)cc1 (configuration not stated),-3,·,-2,20,·,-17,-4,10,·,-2.8
COC(=O)c1ccc(NC(=O)CSCC(=O)OCC(=O)c2ccc(Br)cc2)cc1,-5,-1,-6,2,·,-8,-4,·,1,-0.8
Cc1ccc2cc3cc(C(=O)N4CCN(Cc5ccccc5)CC4)sc3nc2c1,-3,-5,-2,2,-1,2,4,-8,5,-0.7
Cc1cnc(C(=O)Nc2cccc(S(=O)(=O)N(C)C)c2)cn1,2,7,-1,·,-4,-4,3,-4,-7,-0.7
O=C(COC(=O)/C=C/c1ccc(F)cc1)NCc1ccc2c(c1)OCO2,10,-7,-4,1,-20,-6,-2,-7,7,1.0
O=C1c2ccccc2C(=O)N1Cc1ccccn1,5,-12,1,-1,0,-16,-25,12,12,-0.6
COc1ccccc1NC(=O)CCC(=O)OCc1ccc([N+](=O)[O-])cc1,-5,-21,1,-1,4,-3,·,9,21,-1.9

Further results:
structure,dFosB activator,SR-BI DiI inh,CAL PDZ FP-1,NSD2 HMT inh,MITF TRPM1 HTS,PvdQ acylase,Rtt109 HAT inh,PfHsp90 yeast 2,SR-BI DiI-HDL act,CAL PDZ FP-2
Cn1c(SCC(=O)NC2CCS(=O)(=O)C2)nnc1-c1ccco1 (configuration not stated),2,-28,0,-3,5,-18,-1,-1,·,-2.3
CCCCNC(=O)[C@H]1C[C@H]1[C@@H](O)[C@H](CO)NC(=O)[C@H](Cc1ccccc1)NC(=O)OC(C)(C)C,4,-18,-1,·,10,-6,-5,-8,18,0.8
O=C(OCC(=O)N1CCCCC1)c1ccc(OC(F)(F)F)cc1,0,-23,1,0,19,-2,0,-18,23,0.4
CCCc1nc(SCC(=O)c2ccc(OC)cc2)c2ccccc2n1,-13,29,·,-3,3,-10,8,-46,-29,-2.1
O=C(O)c1c(-c2ccccc2)c(-c2ccccc2)nc2ccccc12,6,-21,1,-6,2,-6,-1,23,21,-0.1
COc1ccccc1NC(=O)C12CCC(C)(C(=O)C1)C2(C)C (configuration not stated),3,10,0,4,-15,-14,-1,·,-5,-3.2
CN1CCN(c2ccc([N+](=O)[O-])c(Sc3nc4ccccc4[nH]3)c2)CC1,-5,-15,·,18,-6,5,19,-7,15,-3.2
Cc1cccc(C)c1OCC(=O)Nc1ccncc1,2,-7,·,-1,-6,-11,-1,17,7,0.5
Brc1ccsc1-c1csc(-c2ccncc2)n1,-34,-22,-2,-1,25,-11,0,-66,22,-2.6
Cc1ccnc(NC(=O)c2cccc([N+](=O)[O-])c2C)c1,-3,-1,-2,-2,17,-9,1,17,1,-2.3
Cc1cccc(C)c1NC(=O)CN1N=NC2C(=O)N(c3cccc(Cl)c3)C(=O)C21 (configuration not stated),-4,-19,-3,-3,9,-2,-6,10,19,-0.3
O=C(N1CCCC1)C12CC3CCC(CC(C3)C1)C2,1,-8,-1,1,2,-8,-8,10,8,-0.6
CCCOC1CCCN(C(=O)CCc2nnc(-c3ccc4c(c3)OCO4)o2)C1 (configuration not stated),-4,16,-4,·,68,1,5,12,-16,-2.3
Cc1ccc(S(=O)(=O)Nc2cccc(Cl)c2)cc1NC(=O)c1cccnc1,-8,·,3,-5,5,-8,-8,·,·,-0.9

Screening data as filed in PubChem.
